Source: PubChem (Sanford-Burnham Center for Chemical Genomics)
Jurkat NFkB inh: inhibitors of the PMA/ionomycin-induced NF-kB reporter in Jurkat cells. PMA/ionomycin-induced NF-kB luciferase reporter, luminescence. inhibition, % at 4 µM. hit rate 0.53% among 330,000. AID 435003
CCR6 antagonist: blocks CCL20-driven beta-arrestin recruitment at human CCR6; P51684; CHO-K1 CCR6 PathHunter beta-arrestin, luminescence, CCL20-stimulated; inhibition, % at 20 µM; hit rate 0.49% among 340,000;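 active = compounds whose inhibition of the agonist-driven luminescence signal at 20 µM reaches about 50%, limit read from the data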;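 also: cells stimulated with CCL20 at 14 nM final; plate controls were DMSO with CCL20 for no effect and DMSO without agonist for full effect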
Target sequence (P51684 whole entry, looked up): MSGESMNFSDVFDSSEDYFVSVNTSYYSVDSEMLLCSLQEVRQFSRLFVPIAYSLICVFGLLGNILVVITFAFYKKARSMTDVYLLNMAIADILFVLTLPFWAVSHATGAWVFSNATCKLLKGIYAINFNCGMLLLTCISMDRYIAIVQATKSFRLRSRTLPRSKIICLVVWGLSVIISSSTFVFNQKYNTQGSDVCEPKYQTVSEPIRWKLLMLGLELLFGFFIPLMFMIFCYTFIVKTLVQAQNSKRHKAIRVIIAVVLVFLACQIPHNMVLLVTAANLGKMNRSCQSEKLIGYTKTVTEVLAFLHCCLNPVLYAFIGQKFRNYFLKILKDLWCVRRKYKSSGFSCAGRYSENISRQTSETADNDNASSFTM
SENP8 inh: SENP8 protease inhibition; purified SENP8, Z-RLRGG-aminoluciferin cleavage, luminescence; inhibition, % at 10 µM; hit rate 1.2% among 330,000; Q96LD8; AID 2540
697 NFkB inh: inhibitors of the PMA/ionomycin-induced NF-kB reporter in 697 B cells; 697 B-cell NF-kB luciferase reporter, 16 h; hit rate 0.33% among 330,000; inhibition, % at 4 µM; AID 435022; in the data active = inhibition above about 35%
UBC13 polyUb: inhibitors of human UBC13 polyubiquitin chain formation; P61088; TR-FRET; inhibition, % at 20 µM; hit rate 0.47% among 330,000; AID 485273; in the data active = inhibition above about 45%, passing the limit was not always enough; inconclusive = no clear call, values can overlap the other calls
Target sequence (P61088 whole entry, looked up): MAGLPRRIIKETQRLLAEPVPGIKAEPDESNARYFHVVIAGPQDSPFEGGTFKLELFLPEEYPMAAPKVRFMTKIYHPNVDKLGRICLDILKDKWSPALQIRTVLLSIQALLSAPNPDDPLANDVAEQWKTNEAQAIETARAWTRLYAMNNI
Gli-Sufu block: antagonists of Gli-Sufu signaling | hit rate 0.74% among 340,000 | AID 588413 | inhibition, % at 5 µM | Sufu-KO-LIGHT fibroblasts, Gli luciferase reporter luminescence;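 active = inhibition above about 55%, limit read from the data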;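 also: 0% = DMSO-treated cells and 100% = wells with medium but no cells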
Apaf1 inhib: inhibitors of human Apaf-1 apoptosome. inhibition, % at 20 µM. O14727. reconstituted apoptosome caspase-3 activity, DEVD-Rh110 fluorescence. hit rate 0.71% among 330,000; active = inhibition of at least 40% at 20 µM;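 also: plate controls were DMSO wells for no effect and DEVD-CHO caspase inhibitor wells for full effect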
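System: Apoptosome proteins | Medium: Hepes pH 7.5 with detergent and BSA | Also added: Cytochrome c trigger plus (Z-DEVD)2-Rh110 caspase-3 substrate | Incubation: 30 min compound preincubation, 50 min activation, room temperature | Detection: Rhodamine 110 fluorescence at Ex 480/Em 540 nm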
EBI2 block: EBI2 (human) antagonism. AID 651636. EBI2 beta-arrestin recruitment, luminescence, 7a,25-OHC stimulated. P32249. inhibition, % at 5 µM. hit rate 0.81% among 360,000; in the data active = inhibition above about 38%;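 also: enzyme fragment complementation signal reports receptor beta-arrestin coupling in cells; 0% = agonist plus DMSO wells and 100% = wells without agonist; some results beyond the cut were filed as inactive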
Target sequence (P32249 whole entry, looked up, the tested form may be a part): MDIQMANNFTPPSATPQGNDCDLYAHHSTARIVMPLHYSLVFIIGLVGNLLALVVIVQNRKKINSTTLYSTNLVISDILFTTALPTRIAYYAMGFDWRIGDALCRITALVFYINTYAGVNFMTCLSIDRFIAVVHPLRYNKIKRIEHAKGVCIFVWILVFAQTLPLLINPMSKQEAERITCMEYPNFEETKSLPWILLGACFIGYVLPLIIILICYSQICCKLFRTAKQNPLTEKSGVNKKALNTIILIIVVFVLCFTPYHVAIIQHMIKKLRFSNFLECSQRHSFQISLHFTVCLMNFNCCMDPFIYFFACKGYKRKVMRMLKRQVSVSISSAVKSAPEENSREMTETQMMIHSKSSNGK
* marks the source's active call; other numbers are inactive results; ? = inconclusive; · = no result given. Rule as the data show it, unless noted: active = inhibition above about 50%; inactive = the rest.

SMILES	Jurkat NFkB inh	CCR6 antagonist	SENP8 inh	697 NFkB inh	UBC13 polyUb	Gli-Sufu block	Apaf1 inhib	EBI2 block
CCOc1cc(S(=O)(=O)NCc2ccccc2)ccc1F	-4	-21	7	-36	-6	0	-1	2
Cc1ccc(C)c(N2CCN(S(=O)(=O)c3ccc4c(c3)oc(=O)n4C)CC2)c1	12	25	-12	10	-6	3	9	3
O=C(CNc1cccc(Cl)c1)c1ccc(Cl)cc1	4	47	-12	7	-16	-12	-2	25
O=C(CCCOc1ccccc1)Nc1ncccn1	0	-3	1	-1	-3	-8	-14	-1
CC(C)=CC(=O)OCC(=O)Nc1nc(C)c(Cl)cc1Cl	16	14	6	-5	-6	0	2	8
CC1CCCC(C)N1C(=O)COC(=O)c1n[nH]c(=O)c2ccccc12 (stereo not drawn)	11	-3	-5	19	-6	0	-7	0
Cc1ccc(OCCn2cc(/C=N/NC(=O)c3ccncc3)c3ccccc32)cc1	5	40	-11	-16	-30	30	22	-1
Cc1ccc(NC(=O)CSc2nc3sc(C)cc3c(=O)n2C)cc1	16	11	9	-13	4	-3	12	0
CC(=O)c1ccc(NC(=O)CC23CC4CC(C2)CC(n2nnc(C)n2)(C4)C3)cc1	-2	-2	3	24	-5	3	-3	3
OCCC1CN(C2CCSCC2)CCN1C1CCCC1 (stereo not drawn)	-3	0	10	4	4	2	-9	2
N#Cc1nnn(-c2ccc(Cl)cc2)c1N	2	-7	-9	-2	-12	3	4	-3
O=C1COc2ccc(C(=O)NCc3ccc4c(c3)OCO4)cc2N1	9	-13	-4	11	0	12	-13	-4
COc1ccc(NC(=O)c2ccc(CN(c3cc(Cl)ccc3C)S(=O)(=O)c3ccccc3)cc2)cc1OC	11	-9	2	2	1	15	-2	9
COC(=O)c1cn(NC(=O)c2ccc3c(c2)OCO3)c(=O)c2ccccc12	1	9	-7	-22	2	9	15	-3
Cc1c(Cl)cnc(NC(=O)CSc2nnc(C)n2Cc2ccccc2)c1Cl	2	10	-12	10	-2	6	17	3
Cc1ccc2nc(N/C(=N/S(=O)(=O)c3ccc(F)cc3F)c3ccccc3)sc2c1	-8	-3	0	-16	-3	-20	-7	4
O=C(O)c1ccc(NC2CC(=O)N(Cc3ccccc3)C2=O)cc1 (stereo not drawn)	-7	1	4	-6	-1	0	-8	-1
Cc1cccn2c(=O)c3cc(C(=O)N4CCCC(C)C4)sc3nc12 (stereo not drawn)	-41	4	-5	-16	10	-28	9	3
Cc1nn(Cc2ccccc2)c(C)c1NC(=O)CSc1n[nH]c(C)c1[N+](=O)[O-]	12	11	1	-26	4	4	-8	-1
N=C1C(c2ccccc2)=C(O)CN1c1cccc2ccccc12	-1	2	3	-16	13	6	-2	1
COc1ccc(CN(C(=O)CN2C(=O)NC3(CCC(C)CC3)C2=O)C(C)Cc2cccs2)cc1 (stereo not drawn)	-12	14	-10	12	-14	2	21	11
O=C1NCCc2c1[nH]c1ccccc21	-5	0	1	11	4	-7	6	-3
O=C1COc2ccc(S(=O)(=O)N3CCN(c4cccc(C(F)(F)F)c4)CC3)cc2N1	-5	5	-1	6	0	39	1	1
Cc1cc(C)c2[nH]c(=O)c(CN(Cc3ccco3)C(=O)C3CCCO3)cc2c1 (stereo not drawn)	5	-6	1	11	3	-9	-1	-15
COc1ccc(N2CCN(C(c3cccs3)C(C)NC(=O)c3ccco3)CC2)cc1 (stereo not drawn)	2	3	2	11	18	-11	-9	5
COc1ccc(CNC(=O)C(C)NS(=O)(=O)c2ccc(C)cc2)cc1 (stereo not drawn)	2	1	1	-2	2	5	-5	-7
Cc1cccc(-c2noc(-c3ccno3)n2)c1	-4	0	22	-35	6	-11	-15	-10
Cc1ccc(SCc2ccc(C(=O)Nc3cccnc3)cc2)cc1	-3	15	-9	-35	-22	-15	2	-7
CC(=O)c1ccc(N2CCC(C(=O)O)CC2)cc1	-6	6	-14	-5	-10	-8	-2	-10
COc1c(F)c(F)c(C(=O)Nc2ccc(N3CCN(Cc4ccccc4)CC3)cc2)c(F)c1F	16	4	-5	-14	-4	9	19	-13
COc1cccc(CNC(=O)CSCC(=O)Nc2cc(C)on2)c1	-5	-1	-10	14	-1	-1	0	-2
Cc1ccccc1CN1C[C@@H]2C[C@@H](c3cn(C)nc3-c3ccccc3)N3CCC[C@@]23C1=O	8	40	-3	12	-6	-14	20	-1
COc1ccc(NC(=O)CSc2nccn2C)c([N+](=O)[O-])c1	2	2	3	-13	-1	-3	-9	-3
Cn1c(N)c(C(=O)COC(=O)COc2ccccc2C#N)c(=O)n(C)c1=O	-8	6	-7	19	10	14	5	1
COc1ccc(CN(C)S(=O)(=O)c2nnc(NC(=O)c3ccc(C)cc3)s2)cc1OC	9	4	-4	-21	-9	0	6	2
CCSc1nc(-c2ccc(OC)cc2)ccc1C#N	-12	12	-3	-12	22	8	33	23
CN(C)S(=O)(=O)c1cccc(NC(=S)N2CCc3ccccc32)c1	-3	3	-5	-19	-10	0	6	11
CS(=O)(=O)N(CC(=O)NCCC1=CCCCC1)C1CCCCC1	22	6	-5	15	11	-11	0	3
CN1C(=O)C(O)(CC(=O)c2ccc(F)cc2)c2cc(Br)ccc21 (stereo not drawn)	8	-6	0	6	2	4	-3	4
CC1(OC(=O)c2ccco2)C(=O)C=C2C=C(c3ccsc3)OC=C2C1=O (stereo not drawn)	8	·	0	-3	-45	·	-7	·
Cc1c(NC(=O)C(C)OC(=O)c2ccc(Cl)nc2)c(=O)n(-c2ccccc2)n1C (stereo not drawn)	-6	16	5	20	3	-8	11	-10
O=C(O)c1sccc1S(=O)(=O)N1CCN(c2ccc(C(F)(F)F)cn2)CC1	-6	1	-12	-30	-3	5	8	-10
CCc1ccc(NC(=O)/C(C#N)=C/c2cn(CC(=O)O)c3ccccc23)cc1	8	11	-6	-5	-7	-3	3	7
N/C(=N\OC(=O)CCCc1ccccc1)c1ccccn1	-18	-2	12	-26	-8	-15	9	-12
COc1ccc(NC(=O)c2cc3cc(OC)ccc3oc2=O)cc1	-8	5	0	-14	-10	-18	-32	9
COc1ccc(CNC(=O)c2ccc3ccccc3n2)cc1	-17	6	11	-1	-1	-8	2	-18
N=c1c2c(ncn1CCCO)Oc1ccc3ccccc3c1C2c1ccccc1 (stereo not drawn)	-6	5	4	10	22	8	-2	18
CC(NC(=O)C1CCN(S(=O)(=O)c2cc([N+](=O)[O-])ccc2Cl)CC1)c1ccccc1 (stereo not drawn)	-17	-10	1	5	-9	15	-2	-9
Cc1cccc2nc(CSc3nnc4ccccn34)cn12	-88	2	-3	-66	3	-71	-14	-5
Cc1ccc(CN(C)C(=O)C2CCC(=O)N(CCc3ccccc3)C2)o1 (stereo not drawn)	-5	-4	6	-29	0	14	-1	21
COc1cc(OC)cc(-c2oc(=O)c3cc(OC)c(OC)cc3c2C#CCCCO)c1	0	13	-12	11	?	36	-2	28
Cc1cccc(-c2cccc(NC(=O)C3CCCN(C(=O)c4cccnc4)C3)c2)c1 (stereo not drawn)	-1	5	-1	2	3	11	6	2
CCOc1cc(C2CC(=O)N3CN(C4CCCCC4)CSC3=C2C#N)ccc1O (stereo not drawn)	-4	-3	-1	-11	-55	-3	28	-6
COc1cc2c(cc1OC)CN(C(=S)Nc1ccccc1)CC2	9	-6	9	-15	5	1	-1	0
CCn1cc(S(=O)(=O)Nc2ccc3c(c2)OCCO3)cn1	16	4	-7	-10	-5	15	2	-2
Cc1cccc2cc(CN(Cc3cccnc3)C(=O)c3cccs3)c3nnnn3c12	9	·	4	-4	2	·	-3	·
COc1cccc(C(=O)NC2CCCc3ccccc32)c1 (stereo not drawn)	8	10	-4	1	-3	·	3	-10
O=C(Nc1cc(=O)[nH]c2ncnn12)c1ccc(Cl)cc1Cl	12	-2	19	13	6	5	-6	-8
O=C(CNC(=O)c1ccc(Cl)cc1)c1ccc(Br)cc1	15	1	-3	6	-4	-6	4	8
C/C(CCc1ccco1)=N\NC(=O)CNc1c(Br)cc(Br)cc1Br	-3	0	-3	6	-16	-6	5	-2

Of the compounds above, these have an aryl thioether with sulfur outside any ring:
SMILES	Jurkat NFkB inh	CCR6 antagonist	SENP8 inh	697 NFkB inh	UBC13 polyUb	Gli-Sufu block	Apaf1 inhib	EBI2 block
Cc1ccc(NC(=O)CSc2nc3sc(C)cc3c(=O)n2C)cc1	16	11	9	-13	4	-3	12	0
Cc1c(Cl)cnc(NC(=O)CSc2nnc(C)n2Cc2ccccc2)c1Cl	2	10	-12	10	-2	6	17	3
Cc1nn(Cc2ccccc2)c(C)c1NC(=O)CSc1n[nH]c(C)c1[N+](=O)[O-]	12	11	1	-26	4	4	-8	-1
Cc1ccc(SCc2ccc(C(=O)Nc3cccnc3)cc2)cc1	-3	15	-9	-35	-22	-15	2	-7
COc1ccc(NC(=O)CSc2nccn2C)c([N+](=O)[O-])c1	2	2	3	-13	-1	-3	-9	-3
CCSc1nc(-c2ccc(OC)cc2)ccc1C#N	-12	12	-3	-12	22	8	33	23
Cc1cccc2nc(CSc3nnc4ccccn34)cn12	-88	2	-3	-66	3	-71	-14	-5

Next part:
SMILES	Jurkat NFkB inh	CCR6 antagonist	SENP8 inh	697 NFkB inh	UBC13 polyUb	Gli-Sufu block	Apaf1 inhib	EBI2 block
O=S(=O)(NCCc1ccccn1)c1ccc(OC(F)(F)F)cc1	-15	-3	-3	12	0	10	8	-7
CC(=O)c1sc(NC(=O)CSCc2c(C)noc2C)nc1-c1ccccc1	6	17	-2	15	-5	-3	9	-22
COc1cccc(CN2C(=O)[C@H]3Cc4c([nH]c5ccccc45)C(C)(C)N3C2=O)c1	3	3	-10	-13	14	3	22	11
Cc1ccc2c(c1)[C@@H]1CN(C)CC[C@@H]1N2S(=O)(=O)c1ccc([N+](=O)[O-])cc1	-30	4	-7	-20	-8	-1	-5	-11
CC(C)(C)c1ccc(C(=O)Oc2ccccc2CCC(=O)O)cc1	1	5	-6	-8	1	2	-11	-17
CCN1C(=O)CC(C(=O)NC)SC1=Nc1cc(Cl)c(O)c(Cl)c1 (stereo not drawn)	7	-4	1	-7	-1	3	-3	-1
N#CCCS(=O)(=O)c1ccc(N)cc1	6	7	3	-3	0	-18	-61	-6
COc1cc2c(cc1OC)-c1cc(OCc3ccccc3Cl)nc(=O)n1CC2	8	2	2	13	21	4	1	24
COc1ccc(/C=C/C(=O)OCc2cccc([N+](=O)[O-])c2)cc1	11	-6	-22	8	-11	-2	14	37
O=C(/C=C/c1ccco1)NC(=S)Nc1cccc(C(=O)O)c1	21	12	0	-13	-7	2	3	4
Cc1ccc(OCC(=O)NNc2c3ccccc3nc3ccccc23)cc1	22	12	-5	-14	-69	35	23	11
CC(=O)c1cccc(NC(=O)c2c(C)nn(-c3ccccc3)c2Cl)c1	-10	7	-1	-6	-3	-16	-10	18
Fc1ccc(Br)cc1SCCc1ccncc1	12	12	2	4	6	0	5	-1
CCCOC(=O)CSC1=C(C#N)C(c2ccccc2Cl)CC(=O)N1 (stereo not drawn)	6	13	4	-6	0	2	12	-2
Cc1ccc(Cn2nnc3c(=O)n(CC(=O)NCc4ccccc4)cnc32)cc1	30	3	7	-18	-4	33	10	-8
CC(=O)c1csc(COc2ccccc2)n1	-34	5	-11	-27	?	-18	-12	1
Oc1ccc(C2C(c3ccccc3)=NN=C(c3ccc(Cl)cc3)N2O)c(O)c1 (stereo not drawn)	-14	8	-8	-10	-2	1	12	5
CC(C)Oc1ccc(CSC(=N)N)cc1	12	21	-15	3	-2	-1	-4	-1
CCCC(=O)Nc1cc(S(=O)(=O)N2CCCCC2)ccc1N1CCOCC1	4	-3	3	7	-1	-1	-4	-5
CCOC(=O)[C@@H]1[C@H]2COc3ccc(Br)cc3[C@@H]2N2C(=O)N(c3ccc(Br)cc3)C(=O)[C@]12C	9	12	-13	10	-23	24	23	8
CC1Cc2nc(SCC(=O)Nc3ccc(F)cc3)n(C)c(=O)c2S1 (stereo not drawn)	1	6	-2	-22	-2	1	-8	9

The list is partial (hit frequency here may not be typical).
